USP2a inh: blocks human ubiquitin-specific protease USP2a; O75604; USP2 core, Ub-CHOP2 coupled fluorogenic reporter, 485/531; Potency, µM (titrated, usually from 38.3 µM), inactives show at the highest dose activity change, negative = inhibition, hits mostly inhibitors; actives 0.01% (n = 330,000); AID 463254;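 note: potency is the fitted concentration of half-maximal effect; plate controls were DMSO wells for no effect and full inhibition by NEM control for full effect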
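Deubiquitinase activity read as fluorescence (485/531 nm) after Ub-CHOP2 cleavage activates the enterokinase reporter on its substrate; USP2 core 10nM, Ub-CHOP2 and substrate 25nM each, 30min compound preincubation then 60min RT; data normalized to NEM, curves fitted.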
p53 reactivation: restores transcriptional activity of mutant p53; actives 0.063% (n = 320,000); Potency, µM (highest dose often 92.2 µM), for the others: at the top dose activity change, positive = activation, actives largely listed as activators; AID 504706; H1299 p53-A138V BP100-luciferase reporter, luminescence, 24 h; note: potency is the fitted concentration of half-maximal effect; % of control where 0% means no effect; nearly all actives have a fitted effect of over 45% in size
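p53-null H1299 cells stably carrying temperature-sensitive p53-A138V and a BP100-luciferase reporter were pinned with compounds (4-point, 1:5 series) and held 24 hrs at 37 deg C. Luminescence was read 10 min after detection reagent.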
BRCA1 expr act: increases BRCA1 expression | Potency, µM (titrated, usually from 46.1 µM), for the others: at the top dose activation, hits mostly activators | MCF7-BRCA1-FFLuc reporter, luminescence, 48 h; response scale: scaled: vehicle 0%, 10 µM genistein 100% | actives 1.1% (n = 380,000) | AID 624202; note: potency is the fitted concentration of half-maximal effect; nearly all actives have a fitted effect of over 80% in size; some results filed as inactive show a strong effect at the top dose
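MCF7 cells carrying a BRCA1-firefly luciferase reporter (2000 cells/well, phenol-red free MEM) were attached for 2 h at 37 °C, then given compounds for 48 h. Luminescence was read 15 min after luciferase reagent; activity normalized to genistein (10 microM) and DMSO.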
TRPV1 agonist: agonists of human vanilloid receptor 1 (TRPV1); activation, % at 8.33 µM; actives 0.19% (n = 320,000); TRPV1-expressing cells, Fluo-8 calcium influx, agonist mode; Q8NER1; in the data active = activation above about 80%; inconclusive = between about 30% and that limit; note: 0% is about no effect
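Fluo-8 calcium influx in TRPV1-expressing cells, kinetic read (ex 480/em 520 nm). Compound added and read 3 min for agonist activity, followed by capsaicin at EC20 final and 2 min further read for enhancement.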
Integrin act MD: integrin-mediated muscular dystrophy alleviation activation; alpha7betagal myoblasts, beta-gal FDG fluorescence, 48 h; Potency, µM (series often up to 38.3 µM), inactives show at the highest dose activation, usual class: activators; actives 0.064% (n = 350,000); AID 624291;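 note: potency is the fitted concentration of half-maximal effect; 100% = response of the positive control SU9516; nearly all actives have a fitted effect of over 60% in size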
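Alpha7betagal+/- myoblasts (passage 13) were plated 16-24 hr, then exposed to compounds (1:260 dilution of DMSO stock) for 48 hours at 37C. After MPER lysis, β-galactosidase reporter activity was read as FDG fluorescence (ex 480/em 540) after 30 minutes.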
TSG101-PTAP inh: blocks PTAP/TSG101 interaction to inhibit HIV-1 budding | Q99816 | Fluorescence polarization, FITC-PTAP peptide / Tsg101 binding | Potency, µM (highest dose often 115 µM), for the others: at the highest dose activity change, negative = inhibition, usual class: inhibitors | 340,000 tested, under 10 active | AID 493005; active = well fitted inhibition curve with a large enough effect in the main read-out, with a control signal flat, not every such curve was filed as active; inconclusive = small, poorly fitted or top-dose-only effect, or effect the other way, or a change in a side signal; inactive = no such curve, though single readings can be large or run the other way; note: potency is the fitted concentration of half-maximal effect; % of control where 0% means no effect
Target sequence (Q99816 whole entry, looked up): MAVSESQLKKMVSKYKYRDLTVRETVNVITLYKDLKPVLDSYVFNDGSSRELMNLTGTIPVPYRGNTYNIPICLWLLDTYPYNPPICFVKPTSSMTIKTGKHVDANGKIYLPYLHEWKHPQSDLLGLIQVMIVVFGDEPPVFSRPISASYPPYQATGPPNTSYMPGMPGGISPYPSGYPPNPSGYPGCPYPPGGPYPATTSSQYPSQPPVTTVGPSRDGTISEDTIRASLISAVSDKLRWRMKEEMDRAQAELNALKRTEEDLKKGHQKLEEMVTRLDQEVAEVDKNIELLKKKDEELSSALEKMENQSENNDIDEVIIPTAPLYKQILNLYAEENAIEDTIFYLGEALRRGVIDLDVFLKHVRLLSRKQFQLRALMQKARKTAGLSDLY
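Tsg101 binding domain (10 uM final) was mixed with compound and a FITC-labeled PTAP peptide (50 nM final) in HEPES pH 7.5 buffer with NaCl, Tween 20, EDTA and TCEP; fluorescence polarization was read after 20 min at r.t.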
Eya2 inh: Eya2 (human) phosphatase inhibition. recombinant Eya2, OMFP fluorescence dephosphorylation (OMFP is methylfluorescein phosphate). Potency, µM (top dose mostly 76.9 µM), without a hit: at the top dose activity, negative = inhibition, hits mostly inhibitors. actives 0.006% (n = 330,000). O00167; note: potency is the fitted concentration of half-maximal effect; % is set by controls: 0 for no effect and ±100 for the full control effect
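Eya2 protein (added as 0.2 uM solution) was preincubated with compound for 10 min at ambient temperature in 50 mM HEPES pH 7.5, 50 mM NaCl, 5 uM MgCl2, 0.05% BSA, 1 mM DTT. OMFP (added at 50 uM) then reacted 10 min; fluorescence read at 485/525 nm.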
uPA generation: blocks generation of uPA at the cell surface; cell surface uPA generation assay, qHTS; Potency, µM (titrated, usually from 38.3 µM), inactives show at the highest dose activity change, negative = inhibition, actives largely listed as inhibitors; actives 0.31% (n = 330,000); AID 540303; active = well fitted inhibition curve with a large enough effect; inconclusive = small, poorly fitted or top-dose-only effect; inactive = no such curve, though single readings can be large or run the other way; tested in mouse RAW 264.7 cells; note: potency is the fitted concentration of half-maximal effect; % is set by controls: 0 for no effect and ±100 for the full control effect; nearly all actives have a fitted effect of over 55% in size
ELG1 genotoxic: genotoxicity induction in ELG1-luciferase HEK293T cells | Potency, µM (top dose mostly 46 µM), without a hit: at the top dose activity change, positive = activation, hits mostly activators | AID 504466 | HEK293T ELG1-luciferase reporter, luminescence, 16 h | actives 1.3% (n = 330,000); note: potency is the fitted concentration of half-maximal effect; % of control where 0% means no effect; nearly all actives have a fitted effect of over 60% in size
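DMSO vehicle served as control against compound-treated ELG1-luciferase HEK293T cells; exposure lasted 16 hr at 37 °C and 5% CO2, followed by ONE-Glo luminescence detection after 30 min.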
B2AR arrestin: beta2AR (human) beta-arrestin recruitment activity. P07550. beta-arrestin recruitment to beta2AR, cell-based reporter. Potency, µM (top dose mostly 46.1 µM), for the others: top-dose activation, hits mostly activators. actives 0.02% (n = 330,000). AID 492947;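 note: potency is the fitted concentration of half-maximal effect; 0% = DMSO controls and full agonism = EC100 isoproterenol or metaproterenol; nearly all actives have a fitted effect of over 65% in size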
Target sequence (P07550 whole entry, looked up): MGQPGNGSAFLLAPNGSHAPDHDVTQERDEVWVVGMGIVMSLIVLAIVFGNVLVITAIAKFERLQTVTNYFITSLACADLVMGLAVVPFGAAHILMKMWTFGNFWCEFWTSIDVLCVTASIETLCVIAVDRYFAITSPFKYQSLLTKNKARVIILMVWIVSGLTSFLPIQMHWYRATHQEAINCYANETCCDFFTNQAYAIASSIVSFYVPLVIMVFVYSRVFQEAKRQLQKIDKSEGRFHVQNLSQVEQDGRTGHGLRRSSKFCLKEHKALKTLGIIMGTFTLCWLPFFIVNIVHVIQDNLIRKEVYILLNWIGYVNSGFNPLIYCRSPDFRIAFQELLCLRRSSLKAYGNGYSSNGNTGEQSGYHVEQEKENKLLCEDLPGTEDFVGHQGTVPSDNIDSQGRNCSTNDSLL
ASM inhibitor: inhibitors of human secretory acid sphingomyelinase; P17405; placental ASM, HMU-PC fluorogenic substrate, 60 min; Potency, µM (titrated, usually from 57.5 µM), without a hit: at the top dose activity change, negative = inhibition, usual class: inhibitors; actives 0.006% (n = 340,000); AID 504937; note: potency is the fitted concentration of half-maximal effect
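Fluorogenic HMU-PC substrate (9 uM final) is turned over by placental ASM in 60 min at 37 C after a 10 min compound preincubation. Reaction ended by alkaline stop (pH 10), with fluorescence read at 386/447 nm.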
An asterisk follows results filed as active; ? = inconclusive; nt = no result given; [ ] = remark or other dose. Unless noted, calls come from the whole dose curve; as a rule, active = well fitted curve in the direction sought with a large enough effect; inconclusive = small, poorly fitted or top-dose-only effect, or another doubt; inactive = no such curve, though single readings can be large; an effect the other way counts as inactive or inconclusive.

[1] O=C(Sc1ccc(Cl)cc1)c1cccc(Cn2cc(C(F)(F)F)ccc2=O)c1
[2] NC(=O)C1(c2ccccc2)OC1c1ccccc1 (centres undefined)
[3] Cc1nn2c(N)c(-c3ccccc3)cnc2c1-c1ccccc1
[4] Cc1cc(NC(=O)Cn2nnc(-c3ccccc3NC(=O)c3ccccc3F)n2)no1
[5] Cc1ccccc1NC(=O)/C(C#N)=C\c1cn(CC(=O)O)c2ccccc12
[6] Cc1ccc(CN2C(=O)C3CCCN3c3ncccc32)cc1 (centres undefined)
[7] COc1ccc(C(=O)Nc2nc(-c3ccc([N+](=O)[O-])cc3)c(-c3ccccc3)s2)cc1
[8] CCCCOc1ccc(CSc2nnc(C)n2N)cc1[N+](=O)[O-]

Assay by compound,1,2,3,4,5,6,7,8
USP2a inh,2%,0%,2%,0%,0%,3%,nt,3%
p53 reactivation,1%,6%,18%,6%,0%,-6%,nt,1%
BRCA1 expr act,18%,0%,?,-25%,3%,-18%,-25%,-8%
TRPV1 agonist,2,0,9,2,2,-2,nt,6
Integrin act MD,0%,-19%,9%,0%,-17%,-8%,-3%,-1%
TSG101-PTAP inh,-4%,-2%,-2%,0%,-11%,-1%,9%,2%
Eya2 inh,-16%,-20%,11%,-2%,0%,9%,nt,-5%
uPA generation,-7%,-10%,-3%,1%,1%,8%,2%,7%
ELG1 genotoxic,-5%,4%,?,2%,2%,-4%,nt,14%
B2AR arrestin,0.1%,0.3%,-0.4%,-0.4%,0.1%,-0.6%,nt,-0.1%
ASM inhibitor,?,-1%,87%,-3%,32%[activator],-2%,0%,0%

[9] CC(C)(C)NC(=O)CSc1n[nH]c(=O)n1-c1ccccc1
[10] COC(=O)c1cn(NC(=O)c2ccc3c(c2)OCO3)c(=O)c2ccccc12
[11] NC(=O)C1CCN(C2=C(NS(=O)(=O)c3ccccc3)C(=O)c3ccccc3C2=O)CC1
[12] Cc1nn(C)c(C)c1NC(=O)c1cc2nc(-c3ccco3)cc(C(F)(F)F)n2n1
[13] Cc1ccc(C(=O)N2CCCC(C(=O)c3ccc(Cl)cc3C)C2)cn1 (centres undefined)
[14] c1ccc(Cc2c[nH]c3ccccc23)cc1
[15] CC(=O)NC(CC(=O)Nc1cccc(S(=O)(=O)N2CCCC2)c1)c1ccccc1 (centres undefined)
[16] Cc1nn(Cc2ccccc2Cl)c(C)c1NC(=O)Cn1nc([N+](=O)[O-])c(Cl)c1C

Assay by compound,9,10,11,12,13,14,15,16
USP2a inh,0%,3%,-1%,1%,0%,0%,1%,3%
p53 reactivation,-3%,2%,-9%,-5%,3%,?,2%,1%
BRCA1 expr act,2%,16%,-34%,-13%,-10%,-3%,-5%,-18%
TRPV1 agonist,0,80*,3,-5,3,4,1,0
Integrin act MD,16%,7%,-25%,2%,-23%,-11%,-1%,-12%
TSG101-PTAP inh,-8%,-4%,-9%,0%,-4%,0%,-1%,-7%
Eya2 inh,-2%,12%,6%,7%,4%,-2%,-4%,-8%
uPA generation,9%,2%,3%,-1%,-7%,1%,3%,4%
ELG1 genotoxic,0%,9%,-5%,0%,-2%,-4%,4%,0%
B2AR arrestin,0.0%,-0.2%,0.2%,0.1%,-0.5%,-0.8%,0.2%,-0.1%
ASM inhibitor,0%,2%,1%,45%[activator],-1%,-3%,2%,1%

Only Eya2 inh, for some of the entries so far:
cpd	canonical_smiles	Eya2 inh
13	Cc1ccc(C(=O)N2CCCC(C(=O)c3ccc(Cl)cc3C)C2)cn1 (centres undefined)	4%
14	c1ccc(Cc2c[nH]c3ccccc23)cc1	-2%

(further entries)
[17] CC1=C(C(=O)Nc2ccccc2Cl)C(c2ccc(N(C)C)cc2)NC(=O)N1 (centres undefined)
[18] CCOC(=O)c1cnc2c(OC)cccc2c1NCc1cccnc1
[19] S=C(Nc1cccnc1)Nc1cccc2cnccc12
[20] CNC(=O)c1ccsc1NC(=O)c1ccc(S(=O)(=O)N2CCCc3ccccc32)cc1
[21] O=C(N=Nc1c(O)[nH]c2ccccc12)c1cccc(S(=O)(=O)N2CCCCC2)c1
[22] Cc1ccc(/C=N/NC(=O)C2(O)c3ccccc3-c3ccccc32)o1
[23] CC(=O)NCCc1nc2ccccc2n1CCOc1ccc(C)cc1
[24] CCOc1ccc(/C=N/OCC(=O)NCc2cccs2)cc1

Assay by compound,17,18,19,20,21,22,23,24
USP2a inh,-2%,-1%,0%,0%,2%,2%,-2%,5%
p53 reactivation,-1%,-5%,14%,-3%,-7%,-4%,-3%,-3%
BRCA1 expr act,-29%,11%,-28%,-65%,-3%,0%,1%,-7%
TRPV1 agonist,1,-1,-1,-5,11,-1,?,-1
Integrin act MD,26%,-20%,-4%,-27%,22%,-12%,-15%,-1%
TSG101-PTAP inh,2%,-1%,-2%,2%,-3%,-3%,-9%,-2%
Eya2 inh,-3%,2%,9%,2%,2%,1%,-2%,6%
uPA generation,5%,?,8%,?,6%,-1%,-14%,1%
ELG1 genotoxic,2%,-4%,-14%,-10%,17%,3%,-1%,0%
B2AR arrestin,2.0%,-0.4%,0.0%,-0.2%,-1.7%,-0.6%,-0.7%,-1.5%
ASM inhibitor,1%,167%[activator],5%,-13%,6%,-2%,2%,2%

[25] COc1ccc(S(=O)(=O)Cc2ccc(C(=O)NC3CC3)o2)cc1
[26] C=CCNC(=S)NNC(=O)COc1ccc2cc(Br)ccc2c1
[27] CCOC(=O)/C=C1\CC(=O)Nc2nonc2N1
[28] NC(=O)CN1CCN(C(=O)Nc2ccccc2)CC1
[29] C#CCn1cc(C=C2C(=O)c3ccccc3C2=O)c2ccccc21
[30] Cc1cc(C)c2c(=O)[nH]c(SCC(=O)Nc3ccc(Br)cc3)nc2n1
[31] COc1ccc(-c2nc(CS(=O)CC(=O)NCCc3ccc(OC)c(OC)c3)c(C)o2)cc1 (centres undefined)
[32] N/C(=N\OC(=O)c1cccc(C(F)(F)F)c1)c1cnccn1

Assay by compound,25,26,27,28,29,30,31,32
USP2a inh,-1%,-10%,5%,0%,2%,0%,0%,1%
p53 reactivation,4%,10%,4%,-6%,4%,11%,4%,?
BRCA1 expr act,2%,10µM*,2%,14%,-50%,-58%,3%,?
TRPV1 agonist,nt,0,0,-1,4,-2,1,?
Integrin act MD,-37%,?,-16%,15%,11%,5%,12%,?
TSG101-PTAP inh,51%[activator],-3%,-2%,2%,?,-3%,-3%,-1%
Eya2 inh,6%,-19%,1%,3%,-4%,-10%,-15%,1%
uPA generation,5%,nt,-4%,3%,4%,2%,-7%,-4%
ELG1 genotoxic,0%,?,0%,-8%,17%,1%,0%,?
B2AR arrestin,-0.1%,-0.2%,-0.3%,-0.5%,0.1%,-0.2%,-1.4%,-0.2%
ASM inhibitor,2%,-3%,1%,3%,-8%,-15%,-3%,1%

[33] Cc1ccc(S(=O)(=O)N2CCN(C(=O)c3ccc(COc4ccccc4)o3)CC2)cc1
[34] c1ccc2c(NC3CCCC3)nnc(NC3CCCC3)c2c1
[35] COc1ccc(-c2cc(C#N)nc(N3CCN(c4ccccc4)CC3)n2)cc1
[36] CC(=O)c1ccc(N(C(=O)CNC(=O)c2ccco2)C(C(=O)NC2CCCC2)c2ccc(C)o2)cc1 (centres undefined)
[37] Cc1ccc(C(=O)CSc2nc3c([nH]2)c(=O)n(C)c(=O)n3C)cc1
[38] Cc1ccc(S(=O)(=O)N2CCOCC2)cc1NC(=O)CNCc1cccnc1
[39] O=S1(=O)C=C(SCc2ccc(F)cc2)Nc2ccccc21

Assay by compound,33,34,35,36,37,38,39
USP2a inh,-9%,5%,0%,2%,-2%,1%,0%
p53 reactivation,-14%,?,-9%,-3%,3%,1%,-3%
BRCA1 expr act,-22%,-72%,-16%,1%,0%,20%,6%
TRPV1 agonist,-4,1,-1,2,-1,0,18
Integrin act MD,6%,-43%,?,10µM*,8%,-11%,-1%
TSG101-PTAP inh,-5%,-5%,-1%,-1%,-9%,-1%,-2%
Eya2 inh,-11%,-8%,1%,8%,-5%,-3%,-27%
uPA generation,-12%,-7%,-1%,0%,-1%,9%,2%
ELG1 genotoxic,-6%,-6%,-5%,1%,-3%,-1%,-6%
B2AR arrestin,0.2%,-0.3%,0.1%,0.4%,0.2%,-0.2%,0.4%
ASM inhibitor,-2%,56%[activator],-10%,0%,5%,1%,-1%
